Assay outcomes deposited in PubChem BioAssay by National Center for Advancing Translational Sciences (NCATS).
TRb SRC2 PPI: inhibitors of human thyroid hormone receptor beta-SRC2 interaction; TRbeta-SRC2 peptide binding, fluorescence polarization; receptor liganded with 1 µM T3; P10828; AID 1469; Potency, µM (titrated, usually from 106 µM), without a hit: at the highest dose activity change, negative = inhibition, usual class: inhibitors; hit rate 0.065% among 280,000;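 also: plate controls were bound peptide for no effect and peptide without receptor for full effect; nearly all actives have a fitted effect of over 50% in size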
Target sequence (P10828 whole entry, looked up): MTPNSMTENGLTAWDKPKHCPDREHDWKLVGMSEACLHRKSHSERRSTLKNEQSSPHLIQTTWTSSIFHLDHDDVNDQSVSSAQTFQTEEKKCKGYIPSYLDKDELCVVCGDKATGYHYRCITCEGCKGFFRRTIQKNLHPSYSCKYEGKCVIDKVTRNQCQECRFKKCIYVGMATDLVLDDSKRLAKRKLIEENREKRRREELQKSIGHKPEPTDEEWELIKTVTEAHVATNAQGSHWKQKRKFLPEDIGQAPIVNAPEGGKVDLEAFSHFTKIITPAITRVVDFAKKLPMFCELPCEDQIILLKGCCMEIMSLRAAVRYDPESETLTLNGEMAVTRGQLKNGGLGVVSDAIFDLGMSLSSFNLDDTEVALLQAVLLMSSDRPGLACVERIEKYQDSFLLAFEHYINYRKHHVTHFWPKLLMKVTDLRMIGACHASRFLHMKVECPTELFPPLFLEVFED
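Human TRb ligand-binding domain (0.6 uM) is mixed with 20 nM Texas Red SRC2 peptide and 1 uM T3; after compound addition and 5 hr at ambient temperature, polarization is measured and normalized to unbound and bound controls.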
GAA spleen mod: inhibitors or activators of human alpha-glucosidase in spleen homogenate. P10253. human spleen homogenate, 4-MU-alpha-glucoside fluorescence. Potency, µM (doses to about 79.9 µM), for the others: top-dose activity change, negative = inhibition, hits mostly inhibitors. hit rate 0.006% among 240,000. AID 2112;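 also: 0% = enzyme with vehicle and -100% = no enzyme basal signal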
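Human spleen homogenate (1 ug) with 4-methylumbelliferyl-alpha-D-glucopyranoside (1 mM final) in 50 mM citrate/phosphate pH 5.0, 0.01% Tween-20; 40 min at 37 C. Stopped at pH 10; 4-MU fluorescence Ex 365/Em 440 nm; AC50 by Hill fit.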
GAA inh: inhibitors of human lysosomal alpha-glucosidase | Potency, µM (doses to about 76.9 µM), inactives show at the highest dose activity change, negative = inhibition, usual class: inhibitors | purified human GAA, 4-MU-alpha-glucoside fluorescence | AID 1466 | P10253 | hit rate 0.005% among 200,000;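 also: plate controls were uninhibited enzyme wells for no effect and no-enzyme background for full effect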
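Activity normalized between no-enzyme (basal) and enzyme-only wells. Conditions: 4 nM human enzyme, 400 uM fluorogenic substrate, citrate/phosphate pH 5.0 with Tween-20, 20 min room temperature, compounds up to 77 uM.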
GAA glycogen mod: alters human alpha-glucosidase cleavage of glycogen; P10253; recombinant GAA, glycogen substrate, Amplex Red glucose oxidase fluorescence; Potency, µM (top dose mostly 76.4 µM), inactives show at the highest dose activity change, negative = inhibition, actives largely listed as inhibitors; hit rate 0.38% among 300,000; AID 2100;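 also: 0% = full enzyme reaction and -100% = no-enzyme basal signal; the screen sought inhibitors and activators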
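Natural-substrate format: glycogen cleavage by 4 nM human enzyme, glucose read by Amplex Red coupling (Ex 573, Em 610 nm). Normalized to enzyme and no-enzyme controls.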
GoLoco inh red: RGS12 GoLoco-Gai1 interaction inhibition; P63096; Gai1:RGS12 GoLoco peptide FP, rhodamine, 10 min; Potency, µM (top dose mostly 61.6 µM), inactives show at the top dose activity, negative = inhibition, usual class: inhibitors; hit rate 0.44% among 230,000; AID 880; active = well fitted inhibition curve with a large enough effect, not every such curve was filed as active; inactive = no such curve, though single readings can be large or run the other way; also: nearly all actives have a fitted effect of over 30% in size; many of its hits are not listed in these tables
Target sequence (P63096 whole entry, looked up): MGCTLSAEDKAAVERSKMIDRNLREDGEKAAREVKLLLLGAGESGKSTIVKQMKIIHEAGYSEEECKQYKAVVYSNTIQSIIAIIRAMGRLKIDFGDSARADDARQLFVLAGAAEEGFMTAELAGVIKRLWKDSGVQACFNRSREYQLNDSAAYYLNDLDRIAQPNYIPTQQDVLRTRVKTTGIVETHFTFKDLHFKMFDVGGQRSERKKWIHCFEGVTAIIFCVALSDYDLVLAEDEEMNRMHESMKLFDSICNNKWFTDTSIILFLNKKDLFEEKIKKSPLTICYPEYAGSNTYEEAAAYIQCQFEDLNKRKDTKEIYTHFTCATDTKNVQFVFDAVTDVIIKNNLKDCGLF
L3MBTL1 block: L3MBTL1 (human) inhibition; Q9Y468; AlphaScreen L3MBTL1–H3K9me1 peptide binding; Potency, µM (series often up to 57.1 µM), for inactives: top-dose activity, negative = inhibition, most hits filed as inhibitors; hit rate 0.66% among 230,000; also: nearly all actives have a fitted effect of over 60% in size
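L3MBTL1 (50 nM) pre-complexed 30 min with biotinylated H3(1-15)K9me1 peptide (75 nM), then compounds added for 30 min at room temperature; AlphaScreen streptavidin donor/nickel chelate acceptor beads (10 ug/mL final) read after 30 min dark incubation.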
TexasRed fluor: Texas Red fluorescence interference in TRb-SRC2 counter-screen; TRb/SRC2 Texas Red total fluorescence interference; Potency, µM (top dose mostly 106 µM), for the others: at the highest dose fluorescence change, negative = quenching; hit rate 0.29% among 280,000; AID 1479; active = well fitted curve in either direction with a large enough effect; inconclusive = small, poorly fitted or top-dose-only effect
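Human TRβ ligand-binding domain (0.6 uM) and Texas Red SRC2 peptide (20 nM) in Tris buffer with 1 uM T3 and 5% DMSO were incubated with pinned compound for 5 hr at ambient temperature. Total fluorescence was computed as S + 2P (555/632 nm).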
RECQ1 inh: blocks DNA unwinding by human RECQ1; P46063; hit rate 0.54% among 240,000; Potency, µM (series often up to 57.3 µM), for inactives: top-dose activity, negative = inhibition, actives largely listed as inhibitors; RECQ1 DNA unwinding, red fluorescence kinetic read;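 also: plate controls were vehicle for no effect and no enzyme for full effect; nearly all actives have a fitted effect of over 30% in size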
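50 nM RECQ1T1 preincubated 15 min with compound in Tris pH 8.0 buffer with MgCl2, DTT, Tween-20 and 2.5 ug/ml poly(dI-dC); started with 200 nM TAMRA/BHQ-2 forked duplex and 2 mM ATP. Unwinding read as fluorescence (525/598 nm), two reads 2 h apart.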
Active calls of the source: *; i = inactive; ? = inconclusive; · = no result given; [ ] = another dose, or the depositor's remark. Unless noted, calls follow the shape of the dose curve; as a rule, active = well fitted curve in the direction sought with a large enough effect; inconclusive = small, poorly fitted or top-dose-only effect, or another doubt; inactive = no such curve, though single readings can be large; an effect the other way counts as inactive or inconclusive. Unless noted, % is scaled to controls: 0 for no effect and ±100 for the full control effect; potency is read from the fitted curve at half-maximal effect.

Short forms: A = TRb SRC2 PPI; B = GAA spleen mod; C = GAA inh; D = GAA glycogen mod; E = GoLoco inh red; F = L3MBTL1 block; G = TexasRed fluor; H = RECQ1 inh
Cc1ccc(Nc2nc(N)nc(CN3CCN(C)CC3)n2)cc1C
  A: -1%; B: -2%; C: -12%; D: 6%; E: -1%; F: 8%; G: -1%; H: i
CCCCN(CCCC)Cc1ccc(C(=O)NNC(=O)Nc2ccc(F)cc2)o1
  A: -2%; B: -20%; C: -6%; D: -6%; E: 1%; F: ·; G: -2%; H: -2%
Cc1ccc(NC(=O)c2cccc(S(=O)(=O)N(C)c3ccccc3)c2)cc1S(=O)(=O)N1CCOCC1
  A: 10%; B: 1%; C: -11%; D: -2%; E: 7%; F: -10%; G: 0%; H: ?
COc1cc(-c2cc(C(=O)O)c3cc4c(cc3n2)OCCO4)cc(OC)c1OC
  A: -2%; B: -3%; C: -10%; D: 5%; E: -3%; F: ·; G: -2%; H: -5%
Clc1ccc2c(c1)[C@H]1OCC[C@H]1[C@@H](c1ccco1)N2
  A: -2%; B: -12%; C: ?; D: -7%; E: 5%; F: -3%; G: -1%; H: -2%
Cc1cc(NC(=O)C2CCCN(S(=O)(=O)c3c(C)noc3C)C2)n[nH]1 (stereo not drawn)
  A: 6%; B: -1%; C: -4%; D: -4%; E: 3%; F: ·; G: 2%; H: -8%
CCn1cc(SCC(=O)N2CCOCC2)c2ccccc21
  A: -9%; B: -25%; C: -4%; D: 5%; E: -14%; F: 1%; G: 1%; H: -11%
O=C(Nc1cccc(C(F)(F)F)c1)C1C2CC3OC(=O)C1C3C2 (stereo not drawn)
  A: 3%; B: -10%; C: -1%; D: -3%; E: 9%; F: ·; G: -1%; H: i
COc1cccc(CN2CCN(C(=O)c3cccc4ccccc34)CC2)c1OC
  A: -8%; B: -4%; C: -12%; D: -18%; E: -7%; F: ·; G: -1%; H: -5%
CS(=O)(=O)NN1C(=O)c2ccccc2NC1c1ccccc1O (stereo not drawn)
  A: 8%; B: 2%; C: 0%; D: -3%; E: 9%; F: ·; G: -1%; H: -7%
CCN1CCN(CC(=O)NC2CCCCC2)C(=O)C1=O
  A: 1%; B: -8%; C: -4%; D: 1%; E: -10%; F: 43%[activator]; G: -2%; H: -4%
CCOC(=O)C1=C(N)n2c(s/c(=C\c3ccco3)c2=O)=C(C(=O)OC(C)C)C1c1ccco1 (stereo not drawn)
  A: 13%; B: 0%; C: -8%; D: -3%; E: 112%[activator]; F: -3%; G: 7%; H: 32µM*
CCC=O
  A: 1%; B: -2%; C: ·; D: ·; E: 8%; F: ·; G: -2%; H: -18%
O=C(COc1ccc(-n2ccnc2)cc1)Nc1cccc(Cl)c1
  A: -5%; B: 0%; C: 7%; D: 3%; E: -8%; F: -25%; G: 2%; H: -3%
CCOc1ccc(C(=O)NCc2ccco2)cc1
  A: -17%; B: 3%; C: -9%; D: -11%; E: 10%; F: -21%; G: 1%; H: -10%
N#Cc1nc(Cc2ccccc2)oc1N1CCCC1
  A: -1%; B: -3%; C: 4%; D: -9%; E: 15%; F: -10%; G: -1%; H: i
COc1cccc(CNC(=O)c2cc(COc3c(F)cccc3F)on2)c1
  A: -9%; B: 2%; C: ·; D: 0%; E: 1%; F: 14%; G: 0%; H: 7%
CC(=O)c1cc(C#N)c(SCc2ccccc2)nc1C
  A: -11%; B: -6%; C: 2%; D: -2%; E: 4%; F: ·; G: -2%; H: -9%
Cc1nnsc1C(=O)N/N=C/c1cccc(C(F)(F)F)c1
  A: -4%; B: 0%; C: 1%; D: -19%; E: -2%; F: 4%; G: -1%; H: 0%
COc1cccc(C(C(=O)NC2CCCC2)N(CC2CCCO2)C(=O)Cc2cccs2)c1 (stereo not drawn)
  A: -9%; B: -22%; C: -2%; D: -5%; E: 6%; F: 0%; G: 0%; H: -3%
Cc1ccc(C2CC(c3ccc(C)cc3)n3nc(N)nc3N2)cc1 (stereo not drawn)
  A: -2%; B: -5%; C: -4%; D: 5%; E: 4%; F: -7%; G: 1%; H: -5%
O=C1CC(C(=O)O)c2ccccc2N1 (stereo not drawn)
  A: 2%; B: -1%; C: 3%; D: 18%; E: ·; F: 1%; G: -1%; H: -2%
O=C(Cc1ccc(Cl)cc1)Nc1ccc(SC(F)F)cc1
  A: 4%; B: -1%; C: -6%; D: -10%; E: 9%; F: 10%; G: -1%; H: -10%
Cc1ccc2oc(-c3ccc(NC(=O)c4ccncc4)cc3O)nc2c1
  A: -3%; B: -5%; C: 0%; D: 9%; E: 41%[activator]; F: -8%; G: -4%; H: -7%
CCC12CN3CC(CC)(CN(C1)C3c1ccc(OC(C)C)cc1)C2=O (stereo not drawn)
  A: -3%; B: -21%; C: -6%; D: 2%; E: 6%; F: -2%; G: 2%; H: i
CC(=O)c1ccc(N2CCN(C(=S)Nc3ccccc3)CC2)cc1
  A: -2%; B: -8%; C: 0%; D: -9%; E: 5%; F: -4%; G: -1%; H: -14%
O=C(N/N=C\c1ccccc1)c1ccccc1-n1cccc1
  A: -3%; B: ·; C: -13%; D: 6%; E: -4%; F: -1%; G: -1%; H: -5%
COc1cc(C2N(c3ccc(Cl)cc3)C(=O)C3CCCN32)cc(OC)c1OC (stereo not drawn)
  A: 3%; B: -2%; C: -2%; D: -4%; E: 17%; F: ·; G: -2%; H: -3%
O=C(C1CCCO1)N1CCN(c2c3c(nc4cc(-c5ccc(F)cc5)nn24)CCC3)CC1 (stereo not drawn)
  A: -4%; B: -15%; C: -1%; D: -4%; E: 3%; F: -1%; G: 1%; H: -2%
COc1ccccc1N1CCN(C(=O)c2cc(C3CC3)on2)CC1
  A: 9%; B: -9%; C: 1%; D: 2%; E: 9%; F: -13%; G: -1%; H: -11%
Cc1ccccc1-c1nc(CN2CCC(C(=O)NCCCN3CCOCC3)CC2)c(C)o1
  A: -5%; B: -9%; C: 1%; D: 2%; E: 3%; F: 2%; G: -1%; H: 15%
COc1ccc(/C(C)=N/NC(=S)NCc2ccco2)cc1
  A: 2%; B: -1%; C: ?; D: 9%; E: 6%; F: -8%; G: 2%; H: -3%
CC(C)COc1ccc2[nH]c3c(c2c1)CCCC3=O
  A: -2%; B: 2%; C: 3%; D: 5%; E: 2%; F: ·; G: -2%; H: i
CCOC(=O)c1ccc(N2C(=O)c3n[nH]c(C)c3C2c2ccc(OC)c(OC)c2)cc1 (stereo not drawn)
  A: 15%; B: 0%; C: -4%; D: -13%; E: 5%; F: ·; G: 0%; H: -10%
COc1cc(OC)cc(C(=O)N[C@H](C(=O)OCC(=O)Nc2ccc(OC)c(OC)c2)C(C)C)c1
  A: 6%; B: -18%; C: 11%; D: -1%; E: -3%; F: 7%; G: -1%; H: -1%
Cc1ccc(C(=O)NNC(=O)C2CCN(c3nccc(C)n3)CC2)cc1
  A: -2%; B: -10%; C: 1%; D: 6%; E: 7%; F: 8%; G: 0%; H: i
COc1ccc(-c2nnc(SCC(=O)N/N=C/c3ccccc3C(=O)O)n2-c2ccc(Cl)cc2)cc1
  A: 1%; B: -2%; C: ·; D: 2%; E: -1%; F: 13%; G: -4%; H: -6%
COc1ccc(S(=O)(=O)NCc2ccccc2)cc1
  A: 10%; B: -3%; C: -4%; D: 3%; E: -16%; F: ·; G: 1%; H: -4%
CCOc1ccc(NC(=O)c2cn(-c3ccc(OCC)cc3)c(=O)c3cc(OC)c(OC)cc23)cc1
  A: 10%; B: -17%; C: ?; D: -15%; E: 1%; F: -5%; G: 2%; H: -6%
C/C(CC(=O)NCCCN1CCOCC1)=N\NC(=O)COc1cccc2ccccc12
  A: 2%; B: 5%; C: 0%; D: -10%; E: 4%; F: 9%; G: 0%; H: -1%
O=C(CSc1nnc(Nc2ccccc2)s1)Nc1ccc(S(=O)(=O)N2CCOCC2)cc1
  A: -7%; B: -13%; C: -14%; D: -3%; E: 11%; F: ·; G: -2%; H: 0%
CC1(C)CC(=O)C2=C(C1)N(c1ccc(F)cc1)C(=O)C2(NC(=O)c1ccccc1F)C(F)(F)F (stereo not drawn)
  A: -5%; B: -3%; C: -2%; D: 10%; E: 0%; F: 2%; G: 1%; H: -13%
Nc1ccc(Cl)c(S(=O)(=O)Nc2ccc(Cl)cc2)c1
  A: -7%; B: 1%; C: ·; D: 0%; E: 4%; F: -7%; G: 1%; H: -4%
O=C(O)[C@@H]1CN[C@@H](C(=O)O)C1
  A: 2%; B: 4%; C: ·; D: ·; E: 2%; F: ·; G: 0%; H: i
CCCCc1ccc(NC(=S)NCc2ccc(OC)cc2)cc1
  A: 8%; B: 1%; C: ?; D: ?; E: -2%; F: -9%; G: -1%; H: i
Cc1cc(=O)oc2cc(OCC(=O)N3c4ccccc4CC3C)ccc12 (stereo not drawn)
  A: -6%; B: -3%; C: 3%; D: 3%; E: 10%; F: -2%; G: 0%; H: -5%

This is a subset; rates above refer to the full screens.
